From PubChem BioAssay
Dyrk1A ADPGlo – inhibitors of rat Dyrk1A kinase; ADP-Glo luminescence, NFATc1 peptide; inhibition, % at 12.5 µM; 0.43% of 310,000 active; Q63470; in the data active means inhibition above about 50%;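 further: plate controls were vehicle with enzyme for no effect and no enzyme for full effect; many of its hits are not listed in these tables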
ANO1 block – mouse TMEM16A channel inhibition, primary screen; Q8BHY3; HEK293 TMEM16A/YFP iodide influx fluorescence, ionomycin; normalized B-score (activity score, 25-100; higher = stronger inhibition) at 10 µM; 1.2% of 310,000 active; AID 588511;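 active means ratio plate-corrected score three or more library SD toward inhibition, starting fluorescence score within five deviations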;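 further: score derived from kinetic fluorescence span divided by baseline fluorescence per well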
TMEM16A act – activators or potentiators of mouse TMEM16A chloride channel; Q8BHY3; HEK293 TMEM16A/YFP-H148Q/I152L, iodide quench fluorescence; hits give low values; B-score at 10 µM; 0.3% of 340,000 active;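 active means fluorescence-ratio B-score plate-corrected deviation score at least 3 library SD below zero, with starting fluorescence score within 5 deviations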;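 further: channel opened by trigger with iodide after compound preincubation; score built on the fluorescence ratio of max minus min over baseline; more negative score means more quench and so TMEM16A activation or potentiation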
HDAC3 inhib – blocks human histone deacetylase 3; recombinant HDAC3, fluorogenic peptide/trypsin coupled, fluorescence; 0.15% of 320,000 active; inhibition, % at 8.3 µM; O15379; AID 2718; in the data active means inhibition above about 26%, passing the limit was not always enough; inconclusive means no clear call, values can overlap the other calls
KCNK3 block – human KCNK3 channel inhibition, primary screen | CHO-KCNK3 thallium flux, FluxOR fluorescence; hits give low values | B-score at 10 µM | 0.84% of 340,000 active;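 active means B-score under library mean minus 4 SD, starting fluorescence ratio at most library mean plus 5 SD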;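 further: more negative B-score means stronger inhibition of thallium flux through KCNK3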
Target sequence (O14649 whole entry, looked up): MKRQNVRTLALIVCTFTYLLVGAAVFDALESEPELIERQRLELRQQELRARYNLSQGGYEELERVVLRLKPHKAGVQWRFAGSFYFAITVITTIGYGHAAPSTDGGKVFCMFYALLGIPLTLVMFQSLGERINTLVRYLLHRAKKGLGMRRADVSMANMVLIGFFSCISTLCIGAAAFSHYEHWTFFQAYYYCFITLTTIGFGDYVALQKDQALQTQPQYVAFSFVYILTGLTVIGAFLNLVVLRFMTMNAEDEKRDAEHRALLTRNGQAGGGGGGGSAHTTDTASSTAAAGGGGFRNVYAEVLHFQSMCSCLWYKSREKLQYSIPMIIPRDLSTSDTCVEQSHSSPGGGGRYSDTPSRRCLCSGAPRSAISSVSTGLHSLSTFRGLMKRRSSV
hERG rescue – hERG (human) protection from proarrhythmic block. CHO-hERG, FluxOR thallium flux, dofetilide IC70 present. activation (rescue from dofetilide block), less the hit threshold, % at 10 µM. 0.51% of 310,000 active. AID 1511;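 active means activation above the mean of controls blocked by dofetilide plus 5 SD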;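 further: thallium influx through hERG after potassium depolarization seen as dye fluorescence rise; in these data hits start at about 4.7%; inactives centre near -7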
KCNK9 inh – inhibitors of human KCNK9 two-pore domain potassium channel; Q9NPC2; HEK293 KCNK9, FluxOR thallium flux fluorescence; hits give low values; B-score at 10 µM; 1.2% of 310,000 active; AID 488922;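 active means ratio B-score over 3 SD below the library mean, with starting fluorescence within 5 SD of its mean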;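 further: negative B-score means less thallium flux so channel inhibition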
TRPC4 agonist – activators of mouse TRPC4 channel. Q9QUQ5. HEK293 TRPC4beta/mu-opioid, Fluo4 calcium fluorescence; hits give high values. B-score at 10 µM. 0.49% of 310,000 active;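 active means B-score above 5 SD of library B-scores, and initial fluorescence ratio not above library mean plus 5 SD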;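 further: positive B-score marks a calcium rise read as TRPC4 activation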
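Assay system – TRPC4beta and mu-opioid receptor HEK293 stable cells · Measured by – Fluo4 fluorescence, kinetic · Schedule – dye loading 45 min room temperature, 110 s kinetic read · Read-out – B-scored integrated calcium fluorescence ratio · Controls – buffer and maximal DAMGO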
KCNQ1 block – human KCNQ1 channel inhibition; P51787; CHO-K1 KCNQ1, FluxOR thallium flux fluorescence; hits give high values; B-score at 10 µM; 1.3% of 310,000 active;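 active means compounds whose thallium flux B-score, printed positive for inhibition, exceeds three library SD while starting fluorescence stays within three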;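 further: channel opened by potassium depolarization with thallium stimulus after 20 min compound exposure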
Target sequence (P51787 whole entry, looked up): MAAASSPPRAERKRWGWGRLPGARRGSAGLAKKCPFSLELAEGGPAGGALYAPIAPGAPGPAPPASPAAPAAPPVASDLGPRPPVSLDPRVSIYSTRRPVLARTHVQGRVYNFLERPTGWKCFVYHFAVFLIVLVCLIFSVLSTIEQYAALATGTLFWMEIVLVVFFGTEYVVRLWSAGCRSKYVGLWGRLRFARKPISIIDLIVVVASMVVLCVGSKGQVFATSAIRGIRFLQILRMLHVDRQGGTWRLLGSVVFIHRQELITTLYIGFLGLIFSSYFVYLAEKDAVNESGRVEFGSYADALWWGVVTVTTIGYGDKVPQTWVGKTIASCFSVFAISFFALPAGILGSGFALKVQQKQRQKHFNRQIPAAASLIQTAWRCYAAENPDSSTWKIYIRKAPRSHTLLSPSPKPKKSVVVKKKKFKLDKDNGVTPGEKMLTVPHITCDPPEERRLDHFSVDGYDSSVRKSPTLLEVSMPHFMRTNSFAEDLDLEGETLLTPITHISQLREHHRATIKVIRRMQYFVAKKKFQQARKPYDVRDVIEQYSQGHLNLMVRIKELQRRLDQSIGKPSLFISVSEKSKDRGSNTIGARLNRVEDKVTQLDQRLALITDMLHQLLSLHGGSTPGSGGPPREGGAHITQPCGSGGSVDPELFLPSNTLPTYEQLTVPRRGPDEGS
KCNQ1 pot – human KCNQ1 channel potentiation or activation | P51787 | CHO-K1 KCNQ1, thallium flux FluxOR fluorescence; hits give high values | B-score at 10 µM | 0.35% of 310,000 active;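 active means fluorescence ratio B-score, a plate-corrected score, at least three library SD, with initial intensity B-score within 5 SD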
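System: Stable KCNQ1 CHO-K1 line | Incubation: 90 min dye loading and 20 min compound exposure, both at room temperature | Measure: Ratio B score | Medium: Assay buffer for compound exposure, DMSO matched across wells | Compound dosing: Single-concentration screen | Probe or stimulus: K+/Tl+ depolarizing stimulus | Measured by: Kinetic FluxOR fluorescence, 10 s baseline plus 110 s post-stimulus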
TRPC4 potent – TRPC4 (mouse) allosteric potentiation | Q9QUQ5 | HEK293 TRPC4beta/mu-opioid, DAMGO EC20, Fluo-4 Ca2+ flux; hits give high values | B-score at 10 µM | 0.42% of 310,000 active | AID 2227;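 active means B-score of calcium response area above 5 SD of library B-scores, with initial fluorescence ratio within 5 SD of library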;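 further: B-score of integrated fluorescence ratio over time as area under calcium response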
Starred values were filed as active, the others as inactive; i = inactive; ? = inconclusive; / = not tested or not shown. These rows are one share of the data (hit frequency here may not be typical).

SMILES	Dyrk1A ADPGlo	ANO1 block	TMEM16A act	HDAC3 inhib	KCNK3 block	hERG rescue	KCNK9 inh	TRPC4 agonist	KCNQ1 block	KCNQ1 pot	TRPC4 potent
N#Cc1nc(-c2ccc(OCc3ccccc3)cc2)oc1NCCCn1ccnc1	7	i	i	-37	i	-6	i	i	i	i	i
CCCC(C)NC(=O)CN1C(=O)c2cccc3cccc1c23 (configuration not stated)	11	i	i	0	i	-2	i	i	i	i	i
CCOc1cccc(OCCOCCN2CCCC2)c1	9	i	i	-1	i	-4	i	i	i	i	i
CCOC(=O)c1c(NC(=O)c2ccoc2C)sc(C)c1C	1	i	i	0	i	-3	i	i	i	i	i
CC(C)c1ccccc1NC(=O)CNCCOc1ccccc1F	-4	i	i	4	i	-6	i	i	6*	i	i
O=C(c1cccs1)N1CCC2(O)CCCCC2C1c1ccc(F)cc1 (configuration not stated)	-1	i	i	6	i	-9	i	i	i	i	i
Cc1ccc(NC(=O)Nc2ccccc2C(N)=O)cc1	5	i	i	-4	i	-9	i	i	i	i	i
OC(COc1ccc(Cl)c2ccccc12)CN1CCN(c2ccccn2)CC1 (configuration not stated)	-69	i	i	0	i	-14	i	i	i	i	i
Cc1cc(C)n(CCN(C)c2nc3nonc3nc2NC2CC2)n1	-3	i	i	7	i	-10	i	i	i	i	i
CCN(CC)c1ccc(NC(=O)c2cnc3ccccn3c2=O)c(C)c1	2	i	i	-5	i	-12	i	i	i	i	i
COc1ccccc1CN1CC(C(=O)NCc2cccc(C)n2)CCC1=O (configuration not stated)	-3	i	i	1	i	-8	i	i	i	i	i
O=C1/C(=C/c2ccc([N+](=O)[O-])cc2)CCc2ccccc21	/	i	/	0	/	-6	i	i	i	i	i
C/C(=N\NC(=O)C1=NNC(=O)C1C)c1cccs1 (configuration not stated)	2	i	i	2	i	-1	i	i	i	i	i
COc1ccc(OC)c(CCNC(=O)CCC(=O)N2CCOc3ccc(C)cc32)c1	2	i	i	-3	i	-11	i	i	i	i	i
COc1cccc(NC(=O)CN2C(=O)C(c3ccc(C)cc3)=NC23CCCCCC3)c1	2	i	i	-3	i	-5	i	i	i	i	i
O=[N+]([O-])c1ccc(C2CC(c3ccccc3)=Nc3ccccc3S2)cc1 (configuration not stated)	-1	i	i	-8	i	-9	-7.9*	i	i	i	i
COC(=O)C1=C(C)N(C)C(=O)NC1c1c(OC)ccc2ccccc12 (configuration not stated)	8	i	i	2	i	-2	i	i	i	i	i
O=C(O)c1ccc(O)c(N2C(=O)Nc3ccccc3N2O)c1	0	i	i	?	i	-4	i	i	i	i	i
CC12CC3(C)CC(C)(C1)CC(NC(=O)N1CCCC1)(C2)C3	-6	i	i	-4	i	-9	i	i	i	i	i
COc1ccc(OC)c(NC(=O)CCN2C(=O)c3cccc([N+](=O)[O-])c3C2=O)c1	7	i	i	-6	i	-1	i	i	i	i	i
COc1ccc(S(=O)(=O)N2CCOC2CNC(=O)C(=O)NCCN2CCOCC2)cc1OC (configuration not stated)	-1	i	i	-1	i	-8	i	i	i	i	i
Cc1cc(C)c(NS(=O)(=O)c2c(C)noc2C)c(C)c1	-4	i	i	5	i	-5	i	i	i	i	i
CC(=O)NC1C(OCc2cccc(Br)c2)OC(COC(C)=O)C(OC(C)=O)C1OC(C)=O (configuration not stated)	-5	i	i	3	i	-2	i	i	i	i	i
CC(C)CCOc1ccc(C2=NNC(=O)CC2)cc1	0	i	i	8	i	-1	i	i	i	i	i
O=C(/C=C/c1ccco1)NCC1OCCc2ccccc21 (configuration not stated)	9	i	i	5	i	-9	i	i	i	i	i
N[C@@H](C(=O)N[C@@H]1C(=O)N2C(C(=O)O)=C(Cl)CS[C@H]12)c1ccccc1	6	i	i	-8	i	-5	i	i	i	i	i
CCS(=O)(=O)n1nc(-c2ccccc2)cc1N	1	i	i	-6	i	-8	i	i	i	i	i
Cc1cccc(-n2cc(CNCCN3CCOC3=O)c(-c3cccc(F)c3)n2)c1	-5	i	i	2	i	-14	i	i	i	i	i
COc1cccc(-c2nc(N3CCN(c4ccccc4)CC3)c3ccccc3n2)c1O	5	i	i	-6	i	-9	i	i	i	i	i
O=C(OCc1nnn(Cc2ccccc2)c1-c1c(COC(=O)c2ccccc2)nnn1Cc1ccccc1)c1ccccc1	14	i	i	9	i	/	/	/	/	/	/
Cc1cc(=O)n2c3ccccc3n(CC(O)CN3CCC(C)CC3)c2c1C#N (configuration not stated)	0	/	i	/	i	-8	i	i	i	i	i
Cc1ccc(C)c(CN2C(=O)C3(OCCCO3)c3ccccc32)c1	-5	i	i	0	i	-14	i	i	i	i	i
CCCCOc1ccc(C2NC(=O)NC(C)=C2C(C)=O)cc1OCC (configuration not stated)	1	i	i	-6	i	-11	i	i	i	i	i
CCOC(=O)[C@H]1[C@H]2COc3ccc(Cl)cc3[C@@H]2N2C(=O)c3cc(Br)ccc3NC(=O)[C@@]12C	4	i	i	3	i	/	/	/	/	/	/
O=C(O)c1ccc(-c2ccc(/C=C3\NC(=O)N(Cc4ccc(Cl)cc4)C3=O)o2)cc1Cl	4	/	i	/	i	-11	i	i	i	i	i
CC(Oc1ccc(Cl)cc1)C(=O)N/N=C/c1ccsc1 (configuration not stated)	/	i	i	-10	i	-4	i	i	i	i	i
COCCOc1cc2ncnc(N3CCC(C(=O)O)CC3)c2cc1OCCOC	-2	i	i	8	i	-16	i	i	i	i	i
NCCCC[C@H]1CNC(=S)N1CCCCC1CCCCC1	-12	i	i	8	i	-5	i	i	i	i	i
C=CCNC(=O)c1cnn(-c2ccccc2)c1-c1ccccc1	-3	i	i	3	i	-8	i	i	i	i	i
O=C(NCc1ccc2c(c1)OCO2)c1ccc2c(c1)S(=O)(=O)c1ccccc1C2=O	4	i	i	3	i	-24	i	i	i	i	i

KCNK9 inh, hit marks shown above.
SMILES | Dyrk1A ADPGlo | TMEM16A act | HDAC3 inhib | KCNK3 block | KCNK9 inh | TRPC4 agonist | KCNQ1 block | KCNQ1 pot | TRPC4 potent
O=[N+]([O-])c1ccc(C2CC(c3ccccc3)=Nc3ccccc3S2)cc1 (configuration not stated) | -1 | i | -8 | i | -7.9* | i | i | i | i

Other entries
SMILES	Dyrk1A ADPGlo	ANO1 block	TMEM16A act	HDAC3 inhib	KCNK3 block	hERG rescue	KCNK9 inh	TRPC4 agonist	KCNQ1 block	KCNQ1 pot	TRPC4 potent
CCOC(=O)N1CCN(C(=O)c2ccc(Cn3c(=S)[nH]c4ccc(Br)cc4c3=O)cc2)CC1	1	100*	i	-2	i	-18	i	i	i	i	i
NC(=O)CC(NC(=O)c1cccc(Br)c1)c1ccc(NC2CCCCCCCCCCC2)c([N+](=O)[O-])c1 (configuration not stated)	/	i	i	-2	i	-2	i	i	i	i	i
CC(=O)Oc1ccc(/C=N/NC(=O)c2ccc(N(C)S(=O)(=O)c3ccccc3)cc2)cc1	8	i	i	12	i	-10	i	i	i	i	i
Cc1cccnc1NC(=O)CCCc1c[nH]c2ccccc12	-1	i	i	-2	i	-7	i	i	i	i	i
O=C(O)C1CC(O)CN1c1nc(Cl)ccc1[N+](=O)[O-] (configuration not stated)	-2	i	i	4	i	-8	i	i	i	i	i
N=c1c(C(=O)NCC2CCCO2)cc2c(=O)n3ccccc3nc2n1Cc1ccccc1 (configuration not stated)	6	i	i	-338	i	-9	i	i	i	i	i
COC(=O)CN1C(=O)[C@H]2[C@@H](/C=C/c3ccccc3)N3C(=O)CN(Cc4ccccc4)C(=O)[C@@]3(Cc3ccccc3)[C@H]2C1=O	11	i	i	-6	i	-13	i	i	i	i	i
Cc1cc(C)c(S(=O)(=O)N2CCCCC2CCNC(=O)C(=O)NC2CC2)c(C)c1 (configuration not stated)	3	i	i	/	i	-5	i	i	i	i	i
NS(=O)(=O)c1cnccc1Nc1ccc(Cl)c(Cl)c1	7	i	i	3	i	-3	i	i	i	i	i
CCCCn1c(=O)n(C)c(=O)c2c(C(F)(F)F)cc(-c3ccncc3)nc21	-5	i	i	4	i	-6	i	i	i	i	i
CCOC(=O)N1CCN(C(=O)c2cn(C)c3ccc(S(=O)(=O)N4CCOCC4)cc3c2=O)CC1	-2	i	i	2	i	-10	i	i	i	i	i
Cc1nn(-c2ccc(F)cc2)c(Cl)c1/C=C1\C(=O)Nc2ccccc21	-2	i	i	-8	i	-6	i	i	i	i	i
COc1ccccc1CCNC(=O)C(=O)c1cn(CC(=O)N2CCOCC2)c2ccccc12	0	i	i	0	i	-10	i	i	i	i	i
CC1Sc2ccc(S(=O)(=O)N3CCN(c4ccccc4)CC3)cc2NC1=O (configuration not stated)	-4	i	i	1	i	-9	i	i	i	i	i
COc1ccc(C2C3=C(CC(C)(C)CC3=O)N(C)C3=C2C(=O)CC(C)(C)C3)cc1	8	i	i	-3	i	-13	i	i	i	i	i
O=C(NCCN1CCCCC1)c1cc(OCC(F)(F)F)ccc1OCC(F)(F)F	-1	i	i	-8	i	-9	i	i	i	i	i
Cc1cc(=O)[nH]c(N/N=C/c2ccc(F)cc2)n1	5	i	i	3	i	-7	i	i	i	i	i
Cc1ccc(NC(=S)N2CCCC(c3nc4ccccc4[nH]3)C2)cc1 (configuration not stated)	-6	i	i	-4	i	-7	i	i	i	i	i
Cn1c(=NC(=O)C(C)(C)C)sc2cccc(F)c21	12	i	i	1	i	-9	i	i	i	i	i
NC(CO)C12CC3CC(CC(C3)C1)C2 (configuration not stated)	-2	i	i	-1	i	-9	i	i	i	i	i
CSc1sc(C(=O)NC(=O)NCc2cccnc2)c(C)c1-c1ccon1	-1	i	i	4	i	-4	i	i	i	i	i
O=C(c1cccs1)N(C(=O)c1cccs1)c1ccccn1	-3	i	i	17	i	1	i	i	i	i	i

Some of the entries above in a different format:
Value order – Dyrk1A ADPGlo | ANO1 block | TMEM16A act | HDAC3 inhib | KCNK3 block | hERG rescue | KCNK9 inh | TRPC4 agonist | KCNQ1 block | KCNQ1 pot | TRPC4 potent
> N=c1c(C(=O)NCC2CCCO2)cc2c(=O)n3ccccc3nc2n1Cc1ccccc1 (configuration not stated)
→ 6 | i | i | -338 | i | -9 | i | i | i | i | i
> COC(=O)CN1C(=O)[C@H]2[C@@H](/C=C/c3ccccc3)N3C(=O)CN(Cc4ccccc4)C(=O)[C@@]3(Cc3ccccc3)[C@H]2C1=O
→ 11 | i | i | -6 | i | -13 | i | i | i | i | i
> Cc1cc(C)c(S(=O)(=O)N2CCCCC2CCNC(=O)C(=O)NC2CC2)c(C)c1 (configuration not stated)
→ 3 | i | i | / | i | -5 | i | i | i | i | i
> NS(=O)(=O)c1cnccc1Nc1ccc(Cl)c(Cl)c1
→ 7 | i | i | 3 | i | -3 | i | i | i | i | i
